mHTT-CaM PPI inh = mHTT-calmodulin interaction abrogation. P42858. AlphaScreen His-mHTT/GST-CaM binding, luminescence. inhibition, % at 15 µM. hit rate 3.6% among 190,000. AID 1671202;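 note: 0% = both proteins with DMSO and 100% = one protein alone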
Pf apPOL block = Pf-apPOL DNA polymerase inhibition | Recombinant Pf-apPOL, molecular beacon fluorescence, 1.5 h | AID 1794808 | inhibition, % at 10 µM | hit rate 0.25% among 210,000
The depositor's hits bear a star; nt = not tested or not shown; & = joins results of further samples. Cut-off read from the data, not from the text of the source: active = inhibition above about 50%; inactive = the rest.

1: COC(=O)c1ccc(NC(=O)N2CC(C)Oc3ccccc32)cc1 (centres undefined)
2: O=C(Cc1ccc([N+](=O)[O-])cc1)N1N=C(C2CC2)CC1(O)C(F)(F)F (centres undefined)
3: O=C(c1nn2c(c1Cl)NC(c1ccccc1)CC2C(F)(F)F)N1CCCCCC1 (centres undefined)
4: COc1ccc(C(=O)N2CC3CC2CC3NS(=O)(=O)c2ccccc2)cc1F (centres undefined)
5: CCN1CCN(CC(O)CN2CCn3c4c(c5cc(C)ccc53)CCCC42)CC1 (centres undefined)
6: c1cc(-c2nc(-c3ccc4c(c3)OCCCO4)cs2)ccc1-c1csnn1
Screen / compound no.	1	2	3	4	5	6
mHTT-CaM PPI inh	-4	-3	50	2	32	nt
Pf apPOL block	-4	8	-2	-3	-3	-10

7: CCNC(=O)N1CCCC(c2cccc(C(=O)NCc3ccc(F)cc3)c2)C1 (centres undefined)
8: Cc1ccc(NC(=O)C2CC(=O)N(CCc3c[nH]c4ccc(F)cc34)C2)c(C)c1 (centres undefined)
9: O=C(c1ccc(OCC2CCCN(C(=O)c3c(F)cccc3Cl)C2)cc1)N1CCCC1 (centres undefined)
10: O=C1Nc2ccccc2OC1C(=O)N1CCN(c2ccc(F)cc2)CC1 (centres undefined)
11: Cn1nc(-c2nc(-c3cccc(F)c3)no2)c2c1CCN(C(=O)c1cccnc1)C2
12: Cc1cccc(N(CC(=O)NC(C)C)S(=O)(=O)c2ccccc2)c1C
Screen / compound no.	7	8	9	10	11	12
mHTT-CaM PPI inh	-8	8	15	1	26	0
Pf apPOL block	-5	-2	25	0	-3	-6

13: NS(=O)(=O)c1cccc(NC(=O)COc2ccc([N+](=O)[O-])cc2)c1
14: Cc1cccc(C)c1NC(=O)Cc1ccccc1
15: CCc1ccc(C2CC(=O)NC(SCc3ccccc3)=C2C#N)cc1 (centres undefined)
16: O=S(=O)(CCc1nnc(-c2ccc(Br)cc2)o1)c1ccc(Cl)cc1
17: O=C(NCc1ccc(Br)cc1)C1c2ccccc2CCN1C(=O)C1CC1 (centres undefined)
18: COc1ccc(Cl)cc1C(=O)Nc1ccc2oc(-c3cccnc3)nc2c1
Screen / compound no.	13	14	15	16	17	18
mHTT-CaM PPI inh	3	-1	35	-3	0	4&12
Pf apPOL block	-3	7	-2	-4	1	-6&4

19: O=C1CSC(c2ccc([N+](=O)[O-])cc2)N1c1ccc(Cl)c(Cl)c1 (centres undefined)
20: N#Cc1c(N)nc(N2CCCC2)c(C#N)c1-c1ccc(Cl)cc1
21: CNc1nccc(N2CCC(CC(=O)NCc3nc4ccccc4n3C)CC2)n1
22: Oc1oc(-c2ccc(Br)cc2)nc1C=Nc1cccnc1
23: O=C(Nc1ccc2c(c1)OCCO2)c1cc(F)c(F)cc1Cl
24: COc1ccc(C(=O)N2CCN(c3ccccn3)CC2)cc1[N+](=O)[O-]
Screen / compound no.	19	20	21	22	23	24
mHTT-CaM PPI inh	20	7	24	4	-7	5
Pf apPOL block	3	-2	-5	0	-2	-2

25: Cc1cc(C)cc(N2CCC(NC(=O)c3ccccc3)C2=O)c1 (centres undefined)
26: CC1(C(=O)NCc2cccc(F)c2)CCCN(S(=O)(=O)c2ccccc2)C1 (centres undefined)
27: O=C1CSC(c2ccc(Br)cc2)N1C1CCCCC1 (centres undefined)
28: CC(=O)C=Cc1ccccc1O
29: CC(C)(C)NC(=O)Nc1nnc(SCC(=O)N2CCN(c3ccccc3)CC2)s1
30: Cc1cccc(/C=C2\N=C(c3ccccc3C)OC2=O)c1
Screen / compound no.	25	26	27	28	29	30
mHTT-CaM PPI inh	-10	-11	-9	-2	-5	1
Pf apPOL block	-1	0	7	1	-1	-4

Compound profiles, as listed above. Order of screens: mHTT-CaM PPI inh	Pf apPOL block
Cc1cccc(/C=C2\N=C(c3ccccc3C)OC2=O)c1 is listed as 1	-4
CC(C)(C)NC(=O)Nc1nnc(SCC(=O)N2CCN(c3ccccc3)CC2)s1 is listed as -5	-1

Remaining list, next part
31: N#CCS(=O)(=O)c1cccs1
32: CCOc1ccccc1C(=O)NCc1ccco1
33: Cc1ccc(OCCNCCN)c(Br)c1
34: Cc1cc(C)c(NC(=O)C(Cl)Cl)c(C)c1
35: CC1CCCC(NC(=O)C2c3ccccc3C(=O)N2C(C)c2ccccc2)C1C (centres undefined)
36: Cc1cccc2nnc(N3CCCC(C(=O)NCc4ccccc4Br)C3)n12 (centres undefined)
Screen / compound no.	31	32	33	34	35	36
mHTT-CaM PPI inh	nt	15	-7	-1	23	13
Pf apPOL block	-1	-2	-3	-4	-21	-3

37: O=C(Nc1cccc(F)c1)N1CCCC1c1cccc(F)c1 (centres undefined)
38: Cc1ccc(NC(=O)CSc2nc3nc(C)cc(C)c3c(=O)[nH]2)c(C)c1
39: CN(C)[C@H]1CCN([C@H]2CS(=O)(=O)N[C@@H]2COCc2ccccc2)C1
40: CCc1nccn1-c1cc(C)nc2c(-c3ccc(Cl)cc3)cnn12
41: CCn1cnc2ccc(-c3noc(-c4cccc(Cl)c4)n3)cc21
42: CC(C)n1cc2cc(C(=O)NC3CCN(Cc4ccccc4)CC3)sc2c1
Screen / compound no.	37	38	39	40	41	42
mHTT-CaM PPI inh	-1	7	7	29	-9	8
Pf apPOL block	-1	-7	-1	-13	-4	-2

43: Cc1ccccc1-n1nc2c(c1NC(=O)c1ccccc1Cl)CS(=O)C2 (centres undefined)
44: O=C(Nc1ccc2c(c1)OCCO2)C1CCCN(c2cn[nH]c(=O)c2)C1 (centres undefined)
45: CC1(C)CC(=O)C2=C(C1)OC(N)=C(C#N)C21CCCC1
46: O=C(NCc1nc2ncc(Br)cc2[nH]1)c1ccccc1
47: Cc1ccc(NC(=O)C2CCCC2)c(NC(=O)C2CCCC2)c1
48: O=C(Nc1cccc(C(F)(F)F)c1)c1ccc(Cl)cc1Cl
Screen / compound no.	43	44	45	46	47	48
mHTT-CaM PPI inh	2	30	-2	-1	2	-19
Pf apPOL block	0	-6	15	-9	-2	-3

49: O=C(NCc1ccco1)C1CCN(c2cc(N3CCCCC3)ncn2)CC1
50: CCn1nccc1C(=O)N1CCCC2(C1)Nc1ccccc1NC2=NC1CCCC1 (centres undefined)
51: CCOc1ccccc1N1CCN(C(=O)c2ccccc2[N+](=O)[O-])CC1
52: Cn1cccc1C(=O)N1CCC2(CC1)NC(=O)N(Cc1cccc(Cl)c1)C2=O
53: Cc1ccc([N+](=O)[O-])cc1NC(=O)c1cccc2c1C(=O)c1ccccc1-2
54: COc1cccc2cc(C(N)=O)c(=Nc3cccc(F)c3)oc12
Screen / compound no.	49	50	51	52	53	54
mHTT-CaM PPI inh	26	38	4	15	-3&2	0
Pf apPOL block	-2	-8	12	-4	-1&0	6

55: COc1nccc(N2CCC(CC(=O)NCc3ccc(F)cc3)CC2)n1
56: CCOC(=O)NC(=S)Nc1cc(C)cc(C)n1
57: Cc1cccc(C(C)C)c1NC(=O)c1ccc([N+](=O)[O-])cc1Cl
58: CN(C)C(=O)Nc1cccc(-c2ccc(N(C)C)cc2)c1
59: Fc1ccc(C2=CC(c3ccccc3OC(F)F)n3nnnc3N2)cc1 (centres undefined)
60: Cc1ccc(CNC(=O)CCCn2c(=O)c3sccc3n(Cc3cccnc3)c2=O)cc1
Screen / compound no.	55	56	57	58	59	60
mHTT-CaM PPI inh	-1	nt	-3	nt	-4	0
Pf apPOL block	-9	-2	-31	4	-2	-3

17 of the compounds above, as tab-separated lines:
item	mol	mHTT-CaM PPI inh	Pf apPOL block
44	O=C(Nc1ccc2c(c1)OCCO2)C1CCCN(c2cn[nH]c(=O)c2)C1 (centres undefined)	30	-6
45	CC1(C)CC(=O)C2=C(C1)OC(N)=C(C#N)C21CCCC1	-2	15
46	O=C(NCc1nc2ncc(Br)cc2[nH]1)c1ccccc1	-1	-9
47	Cc1ccc(NC(=O)C2CCCC2)c(NC(=O)C2CCCC2)c1	2	-2
48	O=C(Nc1cccc(C(F)(F)F)c1)c1ccc(Cl)cc1Cl	-19	-3
49	O=C(NCc1ccco1)C1CCN(c2cc(N3CCCCC3)ncn2)CC1	26	-2
50	CCn1nccc1C(=O)N1CCCC2(C1)Nc1ccccc1NC2=NC1CCCC1 (centres undefined)	38	-8
51	CCOc1ccccc1N1CCN(C(=O)c2ccccc2[N+](=O)[O-])CC1	4	12
52	Cn1cccc1C(=O)N1CCC2(CC1)NC(=O)N(Cc1cccc(Cl)c1)C2=O	15	-4
53	Cc1ccc([N+](=O)[O-])cc1NC(=O)c1cccc2c1C(=O)c1ccccc1-2	-3&2	-1&0
54	COc1cccc2cc(C(N)=O)c(=Nc3cccc(F)c3)oc12	0	6
55	COc1nccc(N2CCC(CC(=O)NCc3ccc(F)cc3)CC2)n1	-1	-9
56	CCOC(=O)NC(=S)Nc1cc(C)cc(C)n1	nt	-2
57	Cc1cccc(C(C)C)c1NC(=O)c1ccc([N+](=O)[O-])cc1Cl	-3	-31
58	CN(C)C(=O)Nc1cccc(-c2ccc(N(C)C)cc2)c1	nt	4
59	Fc1ccc(C2=CC(c3ccccc3OC(F)F)n3nnnc3N2)cc1 (centres undefined)	-4	-2
60	Cc1ccc(CNC(=O)CCCn2c(=O)c3sccc3n(Cc3cccnc3)c2=O)cc1	0	-3

New compounds follow
61: O=c1c2c(ncn2Cc2ccccc2F)n(-c2cccc(F)c2)c(=O)n1C1CC1
62: CC(=O)Nc1ccc(CN(CCN(C)C)Cc2ccccc2)cc1
63: Cc1ccc(NC(=O)C2CCCN(c3ncnc4c3nc3n4CCCCC3)C2)cc1 (centres undefined)
64: O=C(c1ccc(SCCN2CCCCC2)nc1)N1CCOCC1
65: COc1ccc(S(=O)(=O)N(CC(=O)O)c2cc(Cl)ccc2OC)cc1OC
66: CCCCCCCCNS(=O)(=O)CCNCc1ccccc1OC
Screen / compound no.	61	62	63	64	65	66
mHTT-CaM PPI inh	-2	3	1	-1	-5	2
Pf apPOL block	-1	3	1	-5	-1	-4

67: COCCn1cc2c3c(cccc31)CN(C(=O)COC)CC2
68: Cc1cc2nc(CN3CCN(c4cccc(C(F)(F)F)c4)CC3)c(=O)[nH]c2cc1C
69: CC(C)c1c(C2CCN(C(=O)c3cccc(Br)c3)CC2)noc1N
70: COc1ccc(OCc2nc3ccccc3n2Cc2ccccc2)cc1
71: COc1ccc(-c2ncc(NC(=O)C3CC3)cn2)cc1
72: CC(C)N1CCN(C(=O)c2ccccc2C(=O)O)CC1
Screen / compound no.	67	68	69	70	71	72
mHTT-CaM PPI inh	30	29	9	18	-6	-8
Pf apPOL block	-1	1	-6	-1	4	-3

73: Cc1cc(C)n2nc(SCC(=O)NCc3ccccn3)nc2n1
74: C=CCC1(CC=C)CCN1C(=O)c1cnc(SC)nc1
75: COc1ccc(NS(=O)(=O)c2ccc(C)c(C(N)=O)c2)cc1
76: CCC(C)NC(=O)c1ccccc1-c1ccccc1C(=O)NC(C)CC (centres undefined)
77: Cc1nc(CC(=O)NC2CCc3[nH]c4ccc(Cl)cc4c3C2)c(C)s1 (centres undefined)
78: OC(CN1c2ccccc2Sc2ccccc21)Cn1cnc(-c2ccccc2)c1-c1ccccc1 (centres undefined)
Screen / compound no.	73	74	75	76	77	78
mHTT-CaM PPI inh	26	4	-1	5	99*	100*
Pf apPOL block	-8	nt	-6	2	-1	nt

79: O=C(c1ccccn1)N1CC(c2nc(-c3cccc(Cl)c3)no2)C1
80: CCCCOc1ccc2c3c(c(=O)oc2c1)CCCC3
81: CC(=O)c1oc2ccccc2c1NC(=O)CN1CCCCC1
82: C=CCSc1nc2c(cc1C#N)CCCC2
83: COc1ccc(OC)c(/C=C2\SC(=N)N(c3ccc4c(c3)OCO4)C2=O)c1
84: CCOc1ccccc1CN1C(=O)CCC1(C)C(=O)NCCc1ccc(OC)c(OC)c1 (centres undefined)
85: Cc1cc2n(n1)CCCN2C(=O)CCC(=O)Nc1ccc(Br)cc1F
86: COc1ccc(CCC(=O)N2CCC(c3nc(C(=O)N(C)C)c(C)o3)CC2)cc1
87: Cc1ccc(NC(=O)Cn2cnc(-c3nc(C)cs3)c2)c(F)c1
Screen / compound no.	79	80	81	82	83	84	85	86	87
mHTT-CaM PPI inh	-7	-49	-12	-41	10	6	-3	2	-9
Pf apPOL block	-8	0	-2	-11	-6	0	-4	0	-2

Screening data deposited in PubChem by University of Kansas High Throughput Screening Laboratory.
